KOR beta-arrestin-1 = KOR antagonists, beta-arrestin recruitment, cell-based, luminescence, uHTS (AID 1778). one-dose inhibition, % at 10 µM; IC50 in µM for titrated hits. actives 0.091% (n = 290,000). KOR beta-arrestin recruitment, luminescence, antagonist mode; higher % means a stronger effect; in the data active = inhibition above about 50%; also: strong numbers were not always called active
GPR55 antagonists = GPR55 antagonists blocking LPI-driven arrestin recruitment, primary screen, imaging, U2OS, beta-arrestin-GFP, LPI agonist (AID 2013); U2OS GPR55 beta-arrestin-GFP translocation imaging, LPI antagonism; higher % means a stronger effect; actives 0.13% (n = 290,000); inhibition, % at 10 µM, or IC50 in µM where a hit was titrated;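 active = spots per cell inhibited over 60%, with over 100 cells counted and total cytoplasm intensity under 500,000; inconclusive = wells with under 100 cells, flagged as likely toxic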;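 also: U2OS cells stably carrying GPR55 and arrestin-GFP stimulated by 5 µM LPI near EC80; imaged beta-arrestin-GFP aggregate spots per cell after agonist stimulation; plate controls were LPI-stimulated DMSO wells for no effect and DMSO wells without LPI for full effect; some results filed as inactive read as strong as hits; confirmed hits need IC50 under 10 µM and bright autofluorescent wells are also inconclusive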
Siah-1 displacement = Siah-1 peptide-binding antagonists, primary screen, biochemical, fluorescence polarization, rhodamine-plectin, uHTS (AID 1817); actives 0.02% (n = 290,000); Siah-1 / rhodamine-plectin peptide fluorescence polarization; higher % means a stronger effect; displacement, % at 20 µM, or IC50 in µM where a hit was titrated;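 active = displacement of at least 50% at 20 µM, with a fluorescence ratio check between 0.3 and a set limit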;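 also: plate controls were Siah plus tracer with DMSO for no effect and tracer alone without Siah for full effect; strong numbers were not always called active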
GPR35 antagonists = GPR35 antagonists blocking zaprinast-driven arrestin recruitment, primary screen, imaging, U2OS, beta-arrestin-GFP, zaprinast agonist (AID 2058); U2OS GPR35 beta-arrestin-GFP translocation imaging, zaprinast antagonism; higher % means a stronger effect; inhibition, % at 10 µM, or IC50 in µM where a hit was titrated; actives 0.052% (n = 290,000);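 active = inhibition of at least 50% with at least 30 cells and total cytoplasm GFP at most 10,000,000; inconclusive = under 30 cells or total GFP of 10,000,000 plus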
GPR55 beta-arrestin = GPR55 agonists via beta-arrestin recruitment, primary screen, imaging, U2OS cells, beta-arrestin-GFP redistribution (AID 1961); U2OS GPR55 beta-arrestin-GFP redistribution imaging; higher % means a stronger effect; one-dose activation, % at 10 µM; EC50 in µM for titrated hits; actives 0.048% (n = 290,000);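 active = activation above 40% with more than 50 cells counted in the well; inconclusive = wells holding fewer than 50 cells, flagged as toxic or sparse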;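 also: U2OS osteosarcoma cells stably expressing GPR55 and beta-arrestin-GFP; plate controls were DMSO negative control for no effect and LPI positive control for full effect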
HIV fusion peptide = cell-free HIV fusion peptide-binding blockers – biochemical, uHTS, fluorescence dequenching, primary screen (AID 1986). actives 0.3% (n = 290,000). cell-free peptide binding, fluorescence dequenching, 30 min; higher % means a stronger effect. inhibition, % at 20 µM, or IC50 in µM where a hit was titrated; in the data active = inhibition mostly above about 52%, no sharp cut-off; inactive = mostly below about 76%; also: some results filed as inactive read as strong as hits
KOR beta-arrestin-2 = kappa opioid receptor activators – cell-based, luminescence, uHTS, primary screen (AID 1777); KOR beta-arrestin recruitment, luminescence; higher % means a stronger effect; activation, % at 10 µM; hits with a dose series show EC50 in µM; actives 0.02% (n = 280,000); in the data active = activation above about 50%, passing the limit was not always enough; also: a part of the inactive calls stands beside numbers as strong as those of hits
NOD1 NF-kB reporter = NOD1 signaling inhibitors, primary screen, cell-based, luminescence, uHTS (AID 1578) | NOD1-driven NF-kB luciferase reporter cells, luminescence; higher % means a stronger effect | inhibition, % at 4 µM; hits with a dose series show EC50 in µM | actives 1% (n = 290,000); in the data active = inhibition mostly above about 36%, no sharp cut-off; inactive = mostly below about 34%;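 also: HEK-293T reporter cells stimulated with the NOD1 agonist gamma-tri-DAP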
AID2073 = inhibitors of Mint1-CaV2.2 protein interaction, biochemical, HTRF (AID 2073); HTRF protein-protein interaction, Mint1-CaV2.2; higher % means a stronger effect; inhibition, % at 20 µM, or IC50 in µM where a hit was titrated; actives 0.19% (n = 290,000); in the data active = inhibition mostly above about 51%, no sharp cut-off; inconclusive = no clear call, values can overlap the other calls; inactive = mostly below about 53%; also: some results filed as inactive read as strong as hits
The depositor's hits bear a star; ? = inconclusive; [ ] = dose if it differs, or a comment. The list is partial; count on the stated rates, not on these rows.

SMILES	HIV fusion peptide	AID2073	KOR beta-arrestin-1	GPR55 beta-arrestin	NOD1 NF-kB reporter	KOR beta-arrestin-2	Siah-1 displacement	GPR35 antagonists	GPR55 antagonists
Cc1ccccc1N(C)C(=O)C1CCCN(c2ncnc3c2nc2n3CCCCC2)C1 (configuration not stated)	-1.6%	-0.6%	-10.3%	0.3%	1.4%	-2.4%	16.2%	7.4%	-5.7%
COc1ccc2c(c1)c1nc3ccccc3nc1n2CC(=O)OC(C)C	-0.9%	37.7%	9.6%	-0.1%	-107.6%	1.7%	-3.5%	12.0%	-14.3%
Cn1c(=O)c2c(nc(SCCN3CCOCC3)n2Cc2ccccc2)n(C)c1=O	-1.9%	7.7%	20.6%	-0.2%	-20.6%	-1.0%	3.1%	-5.8%	13.2%
C/C(=C1\SC(N2CCOCC2)=NC1=O)c1ccc(C)cc1	-2.9%	7.4%	-5.1%	0.1%	17.1%	-1.0%	-3.7%	5.8%	13.0%
O=C(NCc1ccccc1)C1C(=O)N(Cc2ccccc2)C(=O)C1C1(O)CCCC1 (configuration not stated)	-2.2%	-2.8%	5.9%	-0.2%	5.9%	5.3%	-0.4%	-10.9%	14.2%
O=C(C1CCCC1)N1CCC(CO)(Cc2ccccc2Cl)CC1	-1.8%	-1.5%	-6.7%	0.2%	-19.8%	-1.3%	5.0%	8.9%	18.9%
C=CCOC(=O)Nc1c(C(=O)OC)[nH]c2ccccc12	9.6%	11.0%	-20.1%	-0.3%	20.3%	-2.7%	1.2%	11.9%	17.9%
Cc1c(NC(=O)Nc2cccs2)cccc1[N+](=O)[O-]	3.0%	?	30.9%	-0.4%	-0.4%	-3.3%	-7.4%	0.2%	4.0%
COc1ccc(C2C3=C(CC(C)(C)CC3=O)OC(N)=C2[N+](=O)[O-])cc1 (configuration not stated)	-1.4%	-6.4%	4.8%	-0.3%	-6.6%	3.4%	2.6%	4.7%	2.0%
CC(C)Cc1cc(C(=O)Nc2sc3c(c2C#N)CCC3)no1	1.7%	9.5%	4.2%	-0.2%	-5.4%	-1.0%	0.0%	0.5%	10.0%
Cc1cnc(NC(=O)c2c(-c3ccccc3)noc2C)s1	0.7%	1.8%	-14.1%	0.0%	2.4%	2.0%	13.9%	-2.8%	9.0%
Oc1ccccc1C=NC1CCCCC1N=Cc1ccccc1O (configuration not stated)	1.7%	6.5%	2.2%	0.2%	-22.1%	-1.6%	0.0%	-3.6%	8.2%
O=C(N/N=C1/CCS(=O)(=O)c2ccc(F)cc21)c1cccnc1	-2.1%	11.2%	8.3%	-0.3%	-43.6%	-2.0%	-1.5%	-7.8%	7.6%
CCOC(=O)N1CCN(C(=O)c2cnn3c(C)c(Cc4ccc(C)cc4)c(C)nc23)CC1	2.1%	13.2%	22.8%	-0.1%	5.9%	-2.1%	5.6%	19.1%	22.6%
CC(CN1CCCCC1)OC(=O)c1cccc(F)c1 (configuration not stated)	1.1%	8.5%	-45.0%[20 µM]	-0.1%	-41.3%	3.8%	-0.8%	-4.9%	-0.4%
Cc1cc(C)c(O)c(-c2cc(C(=O)Nc3cccnc3)[nH]n2)c1	-5.2%	-5.7%	-15.9%	-0.1%	0.9%	-0.6%	-2.9%	-1.0%	3.7%
O=c1cc2[nH]c3ccccc3c(=O)n2nc1-c1ccccc1	4.1%	?	-16.1%	-0.1%	-29.0%	-2.9%	-5.3%	1.5%	0.6%
CCCN(C(=O)/C=C/c1ccco1)c1c(N)n(Cc2ccccc2)c(=O)[nH]c1=O	-2.0%	-2.3%	2.2%	0.3%	-3.2%	-6.0%	-3.2%	-6.7%	2.0%
O=C(CSc1c(Cl)cccc1Cl)NC1CCCc2ccccc21 (configuration not stated)	1.8%	5.1%	-3.4%	0.0%	-16.4%	0.3%	-3.8%	-2.5%	5.8%
Cn1c(N)c(C(=O)COC(=O)C2(c3ccccc3F)CCCC2)c(=O)n(C)c1=O	5.1%	-3.4%	6.3%	0.4%	0.6%	0.8%	-0.5%	12.6%	16.5%

Structural class, those above containing an aryl methoxy group (2)
SMILES	HIV fusion peptide	AID2073	KOR beta-arrestin-1	GPR55 beta-arrestin	NOD1 NF-kB reporter	KOR beta-arrestin-2	Siah-1 displacement	GPR35 antagonists	GPR55 antagonists
COc1ccc2c(c1)c1nc3ccccc3nc1n2CC(=O)OC(C)C	-0.9%	37.7%	9.6%	-0.1%	-107.6%	1.7%	-3.5%	12.0%	-14.3%
COc1ccc(C2C3=C(CC(C)(C)CC3=O)OC(N)=C2[N+](=O)[O-])cc1 (configuration not stated)	-1.4%	-6.4%	4.8%	-0.3%	-6.6%	3.4%	2.6%	4.7%	2.0%

Nothing new here: entries from further up.
SMILES	HIV fusion peptide	AID2073	KOR beta-arrestin-1	GPR55 beta-arrestin	NOD1 NF-kB reporter	KOR beta-arrestin-2	Siah-1 displacement	GPR35 antagonists	GPR55 antagonists
CCOC(=O)N1CCN(C(=O)c2cnn3c(C)c(Cc4ccc(C)cc4)c(C)nc23)CC1	2.1%	13.2%	22.8%	-0.1%	5.9%	-2.1%	5.6%	19.1%	22.6%
CC(CN1CCCCC1)OC(=O)c1cccc(F)c1 (configuration not stated)	1.1%	8.5%	-45.0%[20 µM]	-0.1%	-41.3%	3.8%	-0.8%	-4.9%	-0.4%

Other records follow.
SMILES	HIV fusion peptide	AID2073	KOR beta-arrestin-1	GPR55 beta-arrestin	NOD1 NF-kB reporter	KOR beta-arrestin-2	Siah-1 displacement	GPR35 antagonists	GPR55 antagonists
COc1ccc(C2CC(C(F)(F)F)n3nc(C(=O)O)cc3N2)cc1OC (configuration not stated)	4.3%	12.9%	5.0%	0.0%	-2.6%	-0.7%	-6.3%	2.4%	37.3%
Cc1ccc(S(=O)(=O)NCC(=O)N(CC(=O)NC2CCCCC2)CC2CCCO2)cc1 (configuration not stated)	3.6%	44.5%	8.1%	-0.1%	4.4%	-2.6%	0.9%	-4.9%	-2.9%
O=c1cc(CNC2CCCCC2)c2ccccc2[nH]1	-0.4%	-1.0%	22.4%	0.3%	11.2%	-0.2%	1.1%	-2.1%	-17.9%
CCOC(=O)C1CCCN(S(=O)(=O)c2cc3[nH]c(=O)c(=O)[nH]c3cc2C)C1 (configuration not stated)	-2.0%	7.5%	18.0%[20 µM]	-0.3%	-29.8%	-3.9%	9.6%	-4.6%	-5.8%
COc1cc(/C=N/NC(=O)c2nc3ccccn3c2C)cc(OC)c1O	-3.1%	-6.3%	23.6%	-0.3%	0.5%	-6.0%	-3.3%	11.1%	4.9%
CCOCCCNC(=O)CN1CCN(Cc2ccccc2C)C1=O	1.6%	12.3%	-29.4%	0.4%	-22.9%	-1.6%	-2.2%	3.4%	8.3%
Clc1ccc(CON/C=N/c2ncnc3sccc23)c(Cl)c1	-1.7%	29.0%	9.2%	0.3%	53.2%	-2.3%	4.2%	-2.2%	27.2%
Cc1nc2cc(NCc3nc4ccccc4n3Cc3ccccc3)ccc2n1C	-0.6%	-21.5%	9.6%	1.7%	-54.8%	-2.4%	-1.3%	3.8%	3.8%
N=c1c2c(-c3ccccc3)c(-c3ccccc3)n(Cc3ccco3)c2ncn1CCCN1CCOCC1	-1.0%	10.5%	16.4%	0.1%	-57.1%	-0.8%	-0.3%	7.3%	20.2%
CC(C)C(NC(=O)C1CCCCC1)C(=O)NCc1ccccn1 (configuration not stated)	-0.4%	-6.7%	2.4%	-0.1%	-3.3%	0.8%	3.3%	11.5%	6.5%
C=CCNS(=O)(=O)c1cc(S(=O)(=O)NCC=C)c(OC)cc1OC	1.5%	-4.2%	1.1%	0.0%	-29.2%	-4.3%	15.0%	0.5%	6.3%
Cc1cc(/C=C(\C#N)C(=O)N2CCOCC2)c(C)n1C1CCCC1	-1.2%	-8.2%	-14.2%	0.5%	3.9%	4.9%	0.7%	4.8%	0.7%
COc1ccccc1-c1coc2c(CN3CCOCC3)c(O)ccc2c1=O	-1.5%	41.1%	-31.8%[20 µM]	-0.4%	-18.0%	-4.6%	-1.6%	-4.6%	3.4%

Arranged by value in KOR beta-arrestin-1 (lowest first): three of the compounds above.
structure | HIV fusion peptide | AID2073 | KOR beta-arrestin-1 | NOD1 NF-kB reporter | KOR beta-arrestin-2 | Siah-1 displacement | GPR35 antagonists
Cc1cc(/C=C(\C#N)C(=O)N2CCOCC2)c(C)n1C1CCCC1 | -1.2% | -8.2% | -14.2% | 3.9% | 4.9% | 0.7% | 4.8%
N=c1c2c(-c3ccccc3)c(-c3ccccc3)n(Cc3ccco3)c2ncn1CCCN1CCOCC1 | -1.0% | 10.5% | 16.4% | -57.1% | -0.8% | -0.3% | 7.3%
O=c1cc(CNC2CCCCC2)c2ccccc2[nH]1 | -0.4% | -1.0% | 22.4% | 11.2% | -0.2% | 1.1% | -2.1%

Compounds from the list above that have a furan ring, fused or not:
SMILES	HIV fusion peptide	AID2073	KOR beta-arrestin-1	GPR55 beta-arrestin	NOD1 NF-kB reporter	KOR beta-arrestin-2	Siah-1 displacement	GPR35 antagonists	GPR55 antagonists
CCCN(C(=O)/C=C/c1ccco1)c1c(N)n(Cc2ccccc2)c(=O)[nH]c1=O	-2.0%	-2.3%	2.2%	0.3%	-3.2%	-6.0%	-3.2%	-6.7%	2.0%
N=c1c2c(-c3ccccc3)c(-c3ccccc3)n(Cc3ccco3)c2ncn1CCCN1CCOCC1	-1.0%	10.5%	16.4%	0.1%	-57.1%	-0.8%	-0.3%	7.3%	20.2%
